High-throughput results deposited in PubChem BioAssay by NCI.
All columns: NCI-60 one-dose screen, growth in % after 48 h at 10 µM unless noted; 100 = growth as untreated, 0 = no growth, -100 = all killed.
A549/ATCC: A549/ATCC NSCLC; actives 3.7% (n = 81,000)
M14: M14 melanoma; actives 6.2% (n = 80,000)
HOP-92: HOP-92 NSCLC cells | AID 1794738 | actives 6.3% (n = 71,000)
SK-MEL-5: SK-MEL-5 melanoma. actives 6.4% (n = 80,000). AID 1794755
SK-MEL-28: SK-MEL-28 melanoma | AID 1794761 | actives 4.1% (n = 81,000)
UACC-62: UACC-62 melanoma; actives 5.4% (n = 81,000); AID 1794756
EKVX: EKVX NSCLC; actives 3% (n = 71,000)
UACC-257: UACC-257 melanoma | actives 4.4% (n = 78,000)
* = called active by the depositor; . = no result given; & = joins results of further samples. How the source made its calls: active means growth percent below 10; inactive means the rest.

Compound	A549/ATCC	M14	HOP-92	SK-MEL-5	SK-MEL-28	UACC-62	EKVX	UACC-257
CCN1CCN(CCNc2nccc(-c3c(-c4ccc(F)c(OC)c4)nc4sccn34)n2)S1(=O)=O	73.3	20.7	54.4	41.4	27.2	15.5	88.5	30.7
CN(C)c1ccc(/C=C2\Cc3cc(F)ccc3C2=O)cc1	73.9	70.6	48.8	100.5	110.5	96.6	98.1	93.7
CN1CCN(c2ccc(Nc3nc(NCCNC(=O)c4ccccc4)c4sccc4n3)cc2)CC1	67.4	27.8	69.4	21.3	59.5	53.0	97.3	33.3
CCOC(=O)Cn1c(=O)c2cc3c(=O)n(CC(=O)OCC)c(=O)c3cc2c1=O	104.6	107.7	92.9	107.5	110.9	104.2	103.4	104.9
OCCNc1nc(Nc2ccc(C3=NN(c4cc(Cl)cc(Cl)c4)C(c4ccc(F)cc4)C3)cc2)nc(N2CCOCC2)n1 (stereo not drawn)	57.5	89.0	91.6	75.3	78.0	62.4	73.2	92.5
NS(=O)(=O)c1cccc(NCCC(=O)c2ccc3ccccc3c2)c1	108.1	103.3	107.5	99.8	120.9	100.6	102.3	102.6
CCCCCN(CCCCC)C(C)C(=O)c1cc(C)c2ccc3cc(C(C)C)ccc3c2c1 (stereo not drawn)	99.1	102.3	84.3	90.9	109.9	101.4	119.7	98.1
Fc1ccc(COc2ccc(Nc3ncnc4sc5c(c34)CCCC5)cc2)cc1	88.4	103.6	88.9	95.5	91.5	72.1	94.3	106.1
OCC(O)C1OC(c2ccco2)OC(CO)C1O (stereo not drawn)	109.5	100.3	.	102.9	116.2	95.7	122.5	98.9
CCCCCCCC/C=N/Nc1ccc([N+](=O)[O-])cn1	99.8	95.2	.	99.7	108.2	87.5	94.7	101.4
N#Cc1c(-c2ccc(Cl)cc2)cc(-c2cc3ccccc3o2)nc1SCC(=O)c1ccccc1	110.6	114.4	80.4	97.6	104.1	87.8	74.9	113.8
CCN(CC)CCCC(C)Nc1nccc2cccc(Cl)c12 (stereo not drawn)	102.3	95.7	.	105.8	118.5	102.4	107.6	99.4
O=C(CS(=O)(=O)c1ccccc1)CS(=O)(=O)c1ccccc1	93.6	103.4	93.9	100.6	102.3	95.0	76.4	104.1
COc1ccccc1N1CCN(C(CNS(=O)(=O)c2ccc(Cl)cc2)c2cccnc2)CC1 (stereo not drawn)	90.8	103.6	79.5	90.2	85.2	100.0	.	119.9
O=C1C2Nc3ccccc3N=C2OC1c1cccc([N+](=O)[O-])c1 (stereo not drawn)	110.2	109.9	100.3	101.0	119.0	92.2	88.5	111.0
Cn1ccnc1C(=O)C(=O)Nc1ccc(CC(=O)Nc2ccccc2)cc1	108.1	103.7	103.2	101.1	107.3	95.5	102.1	110.5
CC(C)NCC(O)c1ccc(NS(C)(=O)=O)cc1 (stereo not drawn)	113.7	109.5	88.5	103.4	114.0	100.5	102.7	101.3
N#Cc1ccc(-c2ccc(-c3cccs3)s2)cc1F	.	85.6	59.3	96.8	94.6	86.1	.	.
Fc1ccccc1C(=S)Nc1ccccc1Cl	99.9	102.8	108.7	99.9	99.9	97.0	98.1	112.1
COc1cc2c(cc1OC)C1c3ccc(OC)c(OC)c3OCC1(O)C2 (stereo not drawn)	105.4	125.4	.	101.0	109.5	94.6	79.7	112.7
CN(CCOc1ccccc1)Cc1ccccc1	102.8	.	.	95.4	106.1	103.5	.	.
CC(=O)Nc1sc2c(c1-c1nc3ccccc3s1)CNC2	14.1	21.9	0.9*	17.4	34.2	20.1	30.6	27.6
O=C(Cc1n[nH]c(=S)nc1CC(=O)c1ccccc1)c1ccccc1	111.3	113.8	86.9	124.0	109.2	97.5	145.6	117.4
Cc1ccc(C(C)C)cc1C(=O)C[n+]1ccccc1	101.2	95.6	100.2	105.8	97.3	106.1	99.7	114.5
CCN1C(=S)N(c2ccccc2)C2N=c3s/c(=C4\C(=O)N(C(C)C)c5ccccc54)c(=O)n3NC21 (stereo not drawn)	79.1	94.9	17.4	78.6	104.6	79.0	86.2	105.4
Cc1ccc(/C=C/c2cn(-c3ccccc3)nc2-c2cccc(C#N)c2)cc1	72.9	81.3	101.4	97.4	98.4	77.9	96.2	77.5
N#C/C(=N\Nc1ccc(Cl)cc1)C(=O)Nc1cc(-c2ccccc2)nn1-c1ccccc1	33.8	35.6	-23.4*	-31.0*	38.6	3.3*	24.4	13.2
COc1cc(NCc2cn(-c3ccc(C(=O)O)cc3)nc2-c2ccc(C(=O)O)cc2)cc(OC)c1OC	102.0	96.5	68.1	95.2	102.9	94.4	93.1	99.7
CCSc1nc(Cl)cc(Cl)n1	94.2	97.5	82.4	99.6	118.3	94.4	93.5	89.5
Nc1n[nH]c(-c2ccc(Br)cc2)c1-c1nc2ccccc2s1	108.8	94.8	100.7	99.3	95.4	85.4	90.1	119.8

Ordered by formula weight (high to low): part of the list above.
Compound	A549/ATCC	M14	HOP-92	SK-MEL-5	SK-MEL-28	UACC-62	EKVX	UACC-257
COc1cc(NCc2cn(-c3ccc(C(=O)O)cc3)nc2-c2ccc(C(=O)O)cc2)cc(OC)c1OC	102.0	96.5	68.1	95.2	102.9	94.4	93.1	99.7
N#C/C(=N\Nc1ccc(Cl)cc1)C(=O)Nc1cc(-c2ccccc2)nn1-c1ccccc1	33.8	35.6	-23.4*	-31.0*	38.6	3.3*	24.4	13.2
Nc1n[nH]c(-c2ccc(Br)cc2)c1-c1nc2ccccc2s1	108.8	94.8	100.7	99.3	95.4	85.4	90.1	119.8
O=C(Cc1n[nH]c(=S)nc1CC(=O)c1ccccc1)c1ccccc1	111.3	113.8	86.9	124.0	109.2	97.5	145.6	117.4
CC(=O)Nc1sc2c(c1-c1nc3ccccc3s1)CNC2	14.1	21.9	0.9*	17.4	34.2	20.1	30.6	27.6
CN(CCOc1ccccc1)Cc1ccccc1	102.8	.	.	95.4	106.1	103.5	.	.

The results go on:
Compound	A549/ATCC	M14	HOP-92	SK-MEL-5	SK-MEL-28	UACC-62	EKVX	UACC-257
CCCCCc1c(C)[nH]c(/C=c2\[nH]/c(=C3/C=c4ccccc4=N3)cc2OC)c1C	-21.8*	-81.6*	-56.8*	-98.7*	-60.2*	-78.9*	.	-42.4*
Cc1ccccc1/C=C1/SC(=O)N(CCCC(=O)N2CCN(c3cc4c(cc3F)c(=O)c(C(=O)O)cn4C3CC3)CC2)C1=O	94.5	91.0	.	91.0	97.5	77.2	96.6	99.0
O=C1/C(=C/C=C/c2ccco2)SC(=S)N1Cc1ccco1	103.6	97.2	87.9	100.8	95.1	89.3	99.0	141.6
CC(C)Cn1cnc2c(SCc3ccccc3)nc(N)nc21	104.4	106.5	.	96.5	117.0	85.5	100.6	108.2
COc1ccc(-c2cc(-c3cc(C(=O)c4ccc(Br)cc4)n4ccc(C)cc34)nc(N)c2C#N)cc1	93.2	64.6	87.5	87.5	69.6	81.2	89.8	88.0
CCCCCCCCCCCCCC	.	114.5	91.3	107.5	106.4	.	95.2	.
C(=C\c1cccnc1)/c1ccncc1	102.2	103.3	93.7	102.8	99.8	104.4	97.8	125.5
CCOC(=O)c1c(C)nc2c(c1N)/C(=C/c1ccc[nH]1)C(=O)N2c1cc(OC)c(OC)c(OC)c1	86.5	102.4	85.2	97.6	93.9	96.4	94.8	94.2
N#Cc1c(-c2cccc(Cl)c2Cl)cc(-c2c[nH]c3ccccc23)[nH]c1=O	67.2	34.7	-0.5*	51.6	83.5	47.7	53.0	100.7
Cc1c(C(N)=O)sc2ncn(Cc3ccccc3)c(=O)c12	85.7	105.3	.	103.1	112.4	102.0	122.2	163.2
C#CC1(O)CCC2C3CCC4=C(CCC(=O)C4)C3CCC21C (stereo not drawn)	102.6	99.5	98.0	75.2	105.2	97.3	.	95.4
C(#CC1=CCCCC1)C1=CCCCC1	97.2	101.2	106.5	100.3	97.4	96.0	104.0	103.7
Fc1ccccc1NC(c1ccc(OC(F)F)c(OCC2CC2)c1)c1nnnn1C1CCCCC1 (stereo not drawn)	85.1	108.3	76.7	96.0	107.9	80.4	103.4	104.5
O=C(CCn1c[n+](CC(=O)c2ccc(Br)cc2)c2ccccc21)Nc1cccc2cccnc12	104.1	97.8	.	92.9	94.8	94.4	95.2	93.6
COc1cc(C2CC(C3C(=O)N(C)C(=O)N(C)C3=O)=NN2c2cc(Cl)cc(Cl)c2)cc(OC)c1OC (stereo not drawn)	78.2	89.3	88.5	91.3	101.0	75.6	93.8	74.2
OC[C@H]1O[C@H](O[C@H]2[C@H](O)[C@@H](O)[C@H](O)O[C@@H]2CO)[C@H](O)[C@@H](O)[C@@H]1O	111.0	102.9	113.3	105.9	108.5	100.2	99.2	113.2
Oc1ccccc1-c1nc(-c2ccccc2)cn2ccnc12	68.5	69.4	69.0	76.8	.	.	73.2	.
Oc1c(Cl)cc(Cl)c(Cl)c1Cc1c(O)c(Cl)cc(Cl)c1Cl	.	16.3	-21.7*	-72.7*	22.4	3.0*	-4.0*	9.7*
CC(=O)N1N=C(c2ccc(F)cc2)CC1c1c(C)nn(-c2ccccc2)c1N1CCOCC1 (stereo not drawn)	69.9	93.2	75.1	96.0	109.0	88.7	91.3	69.1
CNCc1cccc2c1OCCOCCOCCN(CCN1CCOCC1)S(=O)(=O)c1ccc(cc1)-c1cnc(N)c(n1)C(=O)N2	46.4	26.4	87.9	76.6	76.3	73.0	74.8	98.7
CC(=O)O[C@H]1C[C@@]2(C)[C@@H](C[C@@H](O)[C@H]3[C@@]4(C)CC[C@H](N5CCCC5)[C@@H](C)[C@@H]4CC[C@@]32C)/C1=C(\CCC=C(C)C)C(=O)O	102.0	92.2	83.7	96.2	92.9	94.9	94.0	98.1
O=C1CCCC1[n+]1ccccc1 (stereo not drawn)	72.3	95.0	97.4	103.6	84.3	96.5	92.6	79.2
COc1cc2c3c(c4c5cccnc5[nH]c4c2c(OC)c1OC)C(=O)N(O)C3=O	95.6	101.3	72.2	93.6	110.9	77.8	91.5	93.7
CN1CSC(=S)N(Cc2ccccc2)C1	107.2	92.0	69.4	96.8	120.3	85.8	118.0	84.3
Cc1ccc(S(=O)(=O)NCCCCCCNS(=O)(=O)c2ccc(C)cc2)cc1	75.7	94.7	.	73.3	111.2	82.5	68.3	94.3
Cn1ccc(=S)c2ccccc21	96.9	102.4	104.0	103.2	123.7	105.7	.	95.7
COc1ccc2[nH]c(O)c(/C=c3/cc4c(c(-c5cc(OC)c(OC)c(OC)c5)n3)=Nc3ccccc3-4)c2c1	72.5	49.2	39.8	52.2	83.1	80.7	81.3	88.5
CC1=C(C(=O)c2ccccc2)C(c2cccc(Cl)c2Cl)n2c(nc3ccccc32)N1 (stereo not drawn)	53.4	81.8	18.0	54.5	90.2	36.6	46.3	76.2
CC1CCc2c(ccc3ccccc23)C1=O (stereo not drawn)	104.8&84.0	115.7	97.1	105.9&94.2	101.3&136.0	97.0&101.6	113.9	106.0&84.2
COc1cc(CNC(=O)/C=C/C=C/c2ccc3c(c2)OCO3)ccc1OCc1cn(-c2ccc([N+](=O)[O-])cc2)nn1	102.9	.	89.8	.	105.9	79.3	97.5	91.8
COc1cc([C@H]2OC[C@H]3[C@@H]2CO[C@@H]3c2ccc(O)c(OC)c2)ccc1O	95.1	101.6	91.8	57.3	93.5	91.0	80.3	112.9
CCn1cc(C(=O)O)c(=O)c2cc(F)c(N3CCN(C(=O)CSc4nc(N)cc(=O)[nH]4)CC3)cc21	92.0	101.7	98.8	99.6	101.7	103.8	102.5	98.4
N#CCCNCCNCCC#N	103.8	105.9	100.3	100.7	114.0	108.2	104.0	96.6
COc1cc(C(=O)OCCCN2CCCN(CCCOC(=O)c3cc(OC)c(OC)c(OC)c3)CC2)cc(OC)c1OC	83.2	69.6	.	68.0	103.5	80.4	89.1	88.3
Cn1cc(-c2nc(N)nnc2-c2c[nH]c3ccc(Br)cc23)c2cc(F)ccc21	103.0	102.0	98.7	91.5	100.7	91.7	78.5	108.6
CC(C)(C)n1cc(-c2ccnc(NCCCNS(=O)(=O)c3cccc(F)c3)n2)c(-c2ccc(F)c(O)c2)n1	63.2	83.3	144.0	83.6	90.6	94.4	67.5	99.9
O=C(/C=C/c1coc(-c2ccc(Cl)cc2)n1)c1ccc(Br)cc1	74.7	99.6	102.4	107.7	124.8	97.2	102.6	79.5
CC/C=C\C[C@H](O)C/C=C1\CC=C(CCO)C1=O	73.6	99.0	98.8	97.0	113.3	90.4	104.4	75.1
O=C1CC(c2ccc(F)cc2)c2cnn(Cc3ccc4c(c3)OCO4)c2N1 (stereo not drawn)	74.1	102.6	88.7	91.7	114.3	81.4	91.8	.
CCN(CC)Cc1cc(Nc2nc(/C=C/c3ccc(Cl)cc3)nc(Cl)c2-c2ccc(Cl)cc2)ccc1O	80.2	76.0	36.0	80.1	103.0	71.2	81.2	88.5
c1ccc2c[n+](Cc3ccc4ccccc4n3)ccc2c1	65.5	72.3	56.0	15.1	87.6	90.0	82.5	56.0
C=C(C)[C@@H]1CC=C2c3sc(-c4cccc(OCC)c4)nc3C[C@@H](C)[C@]2(C)C1	104.5	98.6	95.5	99.3	110.1	85.1	100.6	100.0
CCCCCC(=O)Nc1cc(S(=O)(=O)O)cc2cc(S(=O)(=O)O)cc(O)c12	95.3	112.4	105.4	111.2	112.2	87.8	109.9	104.7
